From PubChem BioAssay
AMPAR-TARP mod – modulators of GluA2-stargazin AMPA receptor complexes, primary screen, cell-based, membrane potential dye. 3.5% of 40,000 active. HEK293 GluA2+stargazin, membrane potential dye (FDSS), glutamate EC50; hits were called plate by plate, in both directions. Voltage-dependent calcium channel gamma-2 subunit (Mus musculus) + Glutamate receptor 2 …. calls only at 30 µM;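 active means any of four per-well response measures lying three or more SD from its plate-wide compound average, in either direction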
Target sequence (O88602 whole entry, looked up): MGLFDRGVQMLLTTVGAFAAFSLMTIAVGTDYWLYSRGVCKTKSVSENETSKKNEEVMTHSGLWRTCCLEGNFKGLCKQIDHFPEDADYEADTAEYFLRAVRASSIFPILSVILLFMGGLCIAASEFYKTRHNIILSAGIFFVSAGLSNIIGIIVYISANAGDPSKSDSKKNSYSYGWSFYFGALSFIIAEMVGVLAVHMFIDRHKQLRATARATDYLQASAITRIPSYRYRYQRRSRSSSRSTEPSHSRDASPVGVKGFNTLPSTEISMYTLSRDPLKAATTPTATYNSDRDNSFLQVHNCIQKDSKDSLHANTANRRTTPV
Target sequence (P19491 whole entry, looked up): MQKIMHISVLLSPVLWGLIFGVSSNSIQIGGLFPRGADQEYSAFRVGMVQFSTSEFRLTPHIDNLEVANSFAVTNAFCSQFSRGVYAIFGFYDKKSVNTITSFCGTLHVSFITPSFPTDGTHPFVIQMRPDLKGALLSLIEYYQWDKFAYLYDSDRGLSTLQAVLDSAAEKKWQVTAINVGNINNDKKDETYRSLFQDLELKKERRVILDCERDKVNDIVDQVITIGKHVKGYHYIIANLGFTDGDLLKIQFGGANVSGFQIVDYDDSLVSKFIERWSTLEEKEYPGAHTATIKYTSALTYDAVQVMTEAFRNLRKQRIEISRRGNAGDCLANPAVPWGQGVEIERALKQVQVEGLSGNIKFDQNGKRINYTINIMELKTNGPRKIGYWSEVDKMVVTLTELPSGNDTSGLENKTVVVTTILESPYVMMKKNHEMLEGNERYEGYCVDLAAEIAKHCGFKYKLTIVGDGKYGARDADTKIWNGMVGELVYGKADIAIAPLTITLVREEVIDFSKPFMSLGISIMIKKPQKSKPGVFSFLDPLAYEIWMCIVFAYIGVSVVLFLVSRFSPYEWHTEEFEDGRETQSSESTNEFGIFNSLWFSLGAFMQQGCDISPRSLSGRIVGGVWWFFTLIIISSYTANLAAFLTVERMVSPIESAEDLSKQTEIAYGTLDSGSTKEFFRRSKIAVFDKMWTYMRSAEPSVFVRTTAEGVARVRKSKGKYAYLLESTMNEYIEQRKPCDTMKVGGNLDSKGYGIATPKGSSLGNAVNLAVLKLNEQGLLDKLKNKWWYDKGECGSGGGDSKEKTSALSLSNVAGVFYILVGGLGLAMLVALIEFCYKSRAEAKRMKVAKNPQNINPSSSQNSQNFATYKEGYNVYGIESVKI
AMPAR-TARP mod agonism max-min – recorded beside AMPAR-TARP mod, whose call it bears; compound max-min signal; compound-alone response (agonism);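 unitless range of fluorescence divided by baseline over first 100 seconds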
AMPAR-TARP mod glutamate slope – further read-out of AMPAR-TARP mod, marked with its call; glutamate slope, % of max; measured here: glutamate response slope, % max;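 scaled per plate between vehicle wells and maximal 1 mM glutamate control wells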
Active calls of the source: *; i = inactive; + = active, no number; & = joins results of further samples. Some of the compounds tested. The share of hits here may be higher or lower than overall.

AMPAR-TARP mod glutamate slope	AMPAR-TARP mod agonism max-min	AMPAR-TARP mod	Compound
51	0.041	i	Cc1ccc(C(C)C)c(OCC(O)CN2CCN(C)CC2)c1 (configuration not stated)
52	0.12	i	COc1ccccc1N1C(=O)/C(=C/c2ccccc2)SC1=S
69	0.087	i	Cc1nc(NCC2CCCO2)nc(NCc2ccco2)c1[N+](=O)[O-] (configuration not stated)
50	0.12	i	Cn1cccc(C(=O)NCCn2nc(-c3ccccc3)n(C)c2=O)c1=O
51	0.05	i	CN(C)C(CNC(=O)Cc1cccc2ccccc12)c1cccs1 (configuration not stated)
59&111	0.082&0.026	i	CCCCn1cnc2c(-c3ccccc3)cn(CC(=O)N3CCN(c4ccccc4)CC3)c2c1=O
38	0.07	i	CCOCCn1c(=O)c2c(nc3n(-c4ccc(C(F)(F)F)cc4)c(C)cn23)n(C)c1=O
63	0.086	i	CC1CN(c2ccccc2)c2nc3c(c(=O)n(CC(=O)OCc4ccccc4)c(=O)n3C)n2C1 (configuration not stated)
61	0.13	i	COc1ccccc1Oc1ccc(S(=O)(=O)Nc2cccc(C(C)=O)c2)cc1
18	0.07	i	COc1ccc(CNC(=O)C(=O)NCC(c2cccs2)N2CCOCC2)cc1 (configuration not stated)
45	0.069	i	CCCN1C(=O)CCc2cc(NC(=O)c3cccc(OC)c3)ccc21
32	0.068	i	O=C(NC(=S)Nc1ccccc1N1CCOCC1)c1ccc(F)cc1Cl
55	0.12	i	Cc1cc(=O)[nH]c(-n2nc(C)c(CCC(=O)Nc3nnc(C)s3)c2C)n1
33	0.053	i	COc1cccc(OCC(=O)NCC2CCN(Cc3ccccc3)CC2)c1
52	0.051	i	O=C(CSc1nc(=O)n(CCCO)c2c1CCC2)N1CCN(c2ccccc2)CC1
52	0.037	i	CCc1cc2c(=O)oc(-c3ccc(Br)cc3)nc2s1
64	0.17	i	COc1ccccc1CCNC(=O)Cc1csc(Nc2cccc(Cl)c2)n1
29	0.041	i	O=C(NCC1CCN(C(=O)/C=C/c2ccco2)CC1)Nc1cccs1
59	0.11	i	COc1ccccc1-c1cc(C(=O)NCc2n[nH]c(=O)c3ccccc23)[nH]n1
65	0.085	i	O=C(NCC(O)c1ccsc1)C1CC1 (configuration not stated)
44	0.11	i	Cc1ccccc1NC(=O)NCC1(c2cccs2)CCOCC1
72	0.09	i	Cc1cc(F)ccc1S(=O)(=O)N1CCCCC1CCNC(=O)C(=O)NCCN1CCOCC1 (configuration not stated)
48	0.059	i	Cc1cnc2c(c1SCC(=O)Nc1ccc3c(c1)OCO3)c(=O)n(C)c(=O)n2C
59	0.12	i	COc1nn(C)cc1C(=O)Nc1nn(C)c2c1C(c1ccco1)CC(=O)N2 (configuration not stated)
64	0.09	i	COc1ccc(S(=O)(=O)N2CCCOC2CNC(=O)C(=O)NCCC2=CCCCC2)cc1OC (configuration not stated)
50	0.085	i	O=C(C1CC1)N1CCc2ccc(NS(=O)(=O)c3cc(Cl)ccc3Cl)cc21
44*	0.21*	+	Cn1c(=O)c2cc(C(=O)Nc3cccc(S(N)(=O)=O)c3)sc2n(C)c1=O
64	0.072	i	CC(C)S(=O)(=O)c1ccc(CC(=O)N2CCC(c3cccs3)CC2)cc1
53	0.13	i	COc1ccc(S(=O)(=O)N2CCC(C(=O)Nc3cccc4c3C(=O)N(C)C4=O)CC2)cc1
42	0.024	i	CN(C)C(CNC(=O)c1ccc(Br)cc1)c1cccs1 (configuration not stated)
43	0.052	i	COc1ccc(S(=O)(=O)NCC(c2ccsc2)N2CCN(C)CC2)cc1F (configuration not stated)
33	0.081	i	O=C1CC(c2ccccc2Cl)CC2=C1C(c1coc3ccccc3c1=O)Nc1ccccc1N2 (configuration not stated)
68	0.092	i	COc1ccc(S(=O)(=O)N2CCCc3ccccc32)cc1C(=O)O
49	0.095	i	O=C(NCc1ccccn1)C1CN(C(=O)c2c[nH]c3ccccc23)C1
53	0.12	i	CCS(=O)(=O)N1CCCc2cc(NC(=O)C3CC(=O)N(c4ccc(F)cc4)C3)ccc21 (configuration not stated)
53	0.062	i	COc1ccccc1C(=O)Nc1ccc2c(c1)CCC(=O)N2Cc1ccccc1
33	0.17	i	CC(CC(=O)NCc1ccc(Cl)cc1Cl)CC1=NS(=O)(=O)c2ccccc2N1 (configuration not stated)
54	0.057	i	O=C(NCC1CCN(Cc2ccsc2)CC1)C(=O)Nc1cccc(C(F)(F)F)c1
57	0.06	i	CCN(CC)C(=O)CCNS(=O)(=O)c1ccc(OC)c(N(C)S(C)(=O)=O)c1
34	0.059	i	COCCn1c(C2CC(=O)N(CC3CC3)C2)nc2ccccc21 (configuration not stated)
58	0.093	i	Cc1ccc(CN2CCN(c3nc(C)cc(C)c3C#N)CC2)c(C)c1
46*	0.16*	+	CCOCCSc1ccnc2c1c(=O)n(C)c(=O)n2C
70	0.11	i	O=C(Nc1ccc(N2CCCCS2(=O)=O)cc1)c1ccc(Cl)cc1
49	0.039	i	Cc1cc(NC(=O)C(=O)NC2CCCCCC2)ccc1N1CCCC1=O
53	0.05	i	CCC(C)NCC(O)COc1ccccc1C(C)CC (configuration not stated)
57	0.11	i	Cc1nc2ccc(Cl)cn2c(=O)c1NC(=O)Nc1cccs1
59	0.1	i	CN(C)C(CNC(=O)CN1C(=O)CCC1=O)c1cccs1 (configuration not stated)
53	0.095	i	COc1ccc(Cl)cc1S(=O)(=O)NCCN1CCC(c2cccs2)CC1
76	0.093	i	CN(C)C(CNC(=O)C(=O)NC1CCCCC1)c1cccs1 (configuration not stated)
35	0.084	i	COC(=O)c1c(NC(=O)c2cnn3c(C(F)F)cc(-c4ccccc4)nc23)sc2c1CCC2
53	0.094	i	O=C(Nc1nnc(CS(=O)(=O)c2ccccc2)o1)c1ccc(F)cc1
62	0.098	i	CC(C)(C)C(=O)NCC(O)c1ccsc1 (configuration not stated)
52	0.086	i	C=CCNC(=O)C(=O)NCC1OCCCN1S(=O)(=O)c1ccc(OC)cc1 (configuration not stated)
64	0.088	i	Cc1c(C(=O)N2CCN(C)CC2)c(C(F)(F)F)nn1C(C)C
64	0.091	i	CN(C)c1ccc(C(=O)NCCC(O)c2cccs2)cc1 (configuration not stated)
53	0.08	i	Cc1c(C(=O)NCc2cccs2)c(C(F)(F)F)nn1C1CCCN(C)C1 (configuration not stated)
71	0.086	i	CCOc1ccccc1C(=O)NCCCn1nc(-c2ccc(Cl)cc2)ccc1=O
80	0.047	i	COCCCn1c(SCc2nc(-c3ccc(SC)cc3)no2)nc2ccccc2c1=O
41	0.083	i	CCn1nc(C)cc1C(=O)N(CCN1CCOCC1)c1nc2c(C)ccc(C)c2s1
47	0.057	i	O=C(NCCOc1ccc2nnc(-c3ccccc3)n2n1)C1CCCC1

(listing goes on)
AMPAR-TARP mod glutamate slope	AMPAR-TARP mod agonism max-min	AMPAR-TARP mod	Compound
70	0.11	i	COc1ccccc1CCNC(=O)CCc1csc(NC(=O)c2ccco2)n1
55	0.084	i	COCCOC(=O)C1=C(C)NC(=O)NC1c1ccc(OC)cc1 (configuration not stated)
53	0.075	i	CC1CN(C(=O)N2CCOCC2)CCN1C(=O)N1CCOCC1 (configuration not stated)
66	0.075	i	CCCC(CCC)C(=O)Nn1cnc2c(cnn2-c2ccc(C)cc2)c1=O
69	0.058	i	COC(=O)C12CC3CC(CC(NC(=O)C4(c5ccccc5)CCOCC4)(C3)C1)C2
75	0.086	i	O=C(CCCS(=O)(=O)c1ccccc1)N(Cc1ccccc1)Cc1ccccc1
84*	0.096*	+	O=C(CCCn1nc(-c2ccc(Cl)cc2)ccc1=O)Nc1ccc2c(c1)OCCO2
87	0.088	i	NC(=O)CSc1nc2ccccc2c(=O)n1Cc1ccc(C(=O)NC2CCCC2)cc1
68	0.046	i	COc1ccccc1N1CCN(CC(O)COc2ccc(Cl)cc2)CC1 (configuration not stated)
42	0.025	i	COc1ccc(S(=O)(=O)CC(=O)Nc2ccc3sc(C)nc3c2)cc1
40	0.054	i	COc1ccc(CCNC(=O)c2csc(NS(=O)(=O)c3ccc(OC)cc3)n2)cc1
56	0.096	i	O=C(Cn1cnc(-c2cccs2)cc1=O)Nc1nc(-c2cccnc2)cs1
47	0.034	i	Cc1cc(C)c(N2CCN(S(=O)(=O)N3CCCCCC3)CC2)c(C)c1
57	0.12	i	COc1ccc(SCC(=O)Nc2nc3c(s2)COc2ccccc2-3)cc1
70	0.079	i	COCCNC(=O)Cn1nc2c(c1NC(=O)C1CCN(S(C)(=O)=O)CC1)CSC2

24 structures from above, sorted by molecular weight, smallest number first:
AMPAR-TARP mod glutamate slope	AMPAR-TARP mod agonism max-min	AMPAR-TARP mod	Compound
62	0.098	i	CC(C)(C)C(=O)NCC(O)c1ccsc1 (configuration not stated)
34	0.059	i	COCCn1c(C2CC(=O)N(CC3CC3)C2)nc2ccccc21 (configuration not stated)
76	0.093	i	CN(C)C(CNC(=O)C(=O)NC1CCCCC1)c1cccs1 (configuration not stated)
58	0.093	i	Cc1ccc(CN2CCN(c3nc(C)cc(C)c3C#N)CC2)c(C)c1
52	0.037	i	CCc1cc2c(=O)oc(-c3ccc(Br)cc3)nc2s1
51	0.05	i	CN(C)C(CNC(=O)Cc1cccc2ccccc12)c1cccs1 (configuration not stated)
49	0.039	i	Cc1cc(NC(=O)C(=O)NC2CCCCCC2)ccc1N1CCCC1=O
47	0.034	i	Cc1cc(C)c(N2CCN(S(=O)(=O)N3CCCCCC3)CC2)c(C)c1
66	0.075	i	CCCC(CCC)C(=O)Nn1cnc2c(cnn2-c2ccc(C)cc2)c1=O
33	0.053	i	COc1cccc(OCC(=O)NCC2CCN(Cc3ccccc3)CC2)c1
55	0.12	i	Cc1cc(=O)[nH]c(-n2nc(C)c(CCC(=O)Nc3nnc(C)s3)c2C)n1
64	0.072	i	CC(C)S(=O)(=O)c1ccc(CC(=O)N2CCC(c3cccs3)CC2)cc1
56	0.096	i	O=C(Cn1cnc(-c2cccs2)cc1=O)Nc1nc(-c2cccnc2)cs1
61	0.13	i	COc1ccccc1Oc1ccc(S(=O)(=O)Nc2cccc(C(C)=O)c2)cc1
64	0.17	i	COc1ccccc1CCNC(=O)Cc1csc(Nc2cccc(Cl)c2)n1
71	0.086	i	CCOc1ccccc1C(=O)NCCCn1nc(-c2ccc(Cl)cc2)ccc1=O
43	0.052	i	COc1ccc(S(=O)(=O)NCC(c2ccsc2)N2CCN(C)CC2)cc1F (configuration not stated)
84*	0.096*	+	O=C(CCCn1nc(-c2ccc(Cl)cc2)ccc1=O)Nc1ccc2c(c1)OCCO2
41	0.083	i	CCn1nc(C)cc1C(=O)N(CCN1CCOCC1)c1nc2c(C)ccc(C)c2s1
52	0.051	i	O=C(CSc1nc(=O)n(CCCO)c2c1CCC2)N1CCN(c2ccccc2)CC1
53	0.12	i	CCS(=O)(=O)N1CCCc2cc(NC(=O)C3CC(=O)N(c4ccc(F)cc4)C3)ccc21 (configuration not stated)
40	0.054	i	COc1ccc(CCNC(=O)c2csc(NS(=O)(=O)c3ccc(OC)cc3)n2)cc1
63	0.086	i	CC1CN(c2ccccc2)c2nc3c(c(=O)n(CC(=O)OCc4ccccc4)c(=O)n3C)n2C1 (configuration not stated)
59&111	0.082&0.026	i	CCCCn1cnc2c(-c3ccccc3)cn(CC(=O)N3CCN(c4ccccc4)CC3)c2c1=O

(next part)
AMPAR-TARP mod glutamate slope	AMPAR-TARP mod agonism max-min	AMPAR-TARP mod	Compound
44	0.08	i	O=C(CSc1nnc(-c2cccs2)o1)c1ccccc1
48	0.086	i	CC(C)CN1COc2ccc3c(=O)c(-c4ccc(F)cc4)coc3c2C1
53	0.043	i	NC(=O)C1Cc2ccccc2N1S(=O)(=O)c1ccc(F)cc1F (configuration not stated)
33	0.046	i	COc1ccc2sc(N(CCN3CCOCC3)C(=O)c3ccc(S(C)(=O)=O)cc3)nc2c1
66	0.1	i	COc1ccc(C(=O)/C=C/c2ccc(C)cc2)c(OC)c1
61	0.086	i	CC(=O)c1ccc(N2CCN(S(=O)(=O)CCN3C(=O)CCCC3=O)CC2)cc1
39	0.058	i	O=C(COc1ccccc1)NCCOc1ccc2nnc(-c3ccccc3)n2n1
53	0.094	i	CC(C)Sc1cccc(C(=O)Nc2ccccc2-c2nc3ccccc3[nH]2)c1
29	0.037	i	O=C(C1=C(O)C(=O)N(CCCn2ccnc2)C1c1cccs1)c1cc2ccccc2o1 (configuration not stated)
54	0.058	i	CNC(=O)C1Cc2ccccc2N1C(=O)c1ccc(OC)cc1OC (configuration not stated)
49	0.1	i	O=C(Nc1ccc(F)cc1)C(=O)Nc1ccccc1[N+](=O)[O-]
79	0.064	i	O=c1c2ccccc2[nH]c(=S)n1CCSCc1ccccc1
48	0.027	i	Cc1ccc2c(c1)NC(SCC(=O)N1CCCCCC1)=NS2(=O)=O
53	0.081	i	COc1cccc(-n2ccn(CC(=O)Nc3ccc(OC)c(OC)c3)c(=O)c2=O)c1
52	0.034	i	CC12CCC(C(=O)N3CCN(c4ccccc4)CC3)(CC1=O)C2(C)C (configuration not stated)
63	0.1	i	O=C(CCc1csc(NC(=O)c2ccc(F)cc2)n1)Nc1nc(-c2ccco2)cs1
44	0.059	i	CC(C)C(=O)N1CCCc2ccc(NC(=O)C(=O)NCCCc3ccccc3)cc21
45	0.26	i	Cc1noc(C)c1S(=O)(=O)NCCNc1ccc(Nc2ccccn2)nn1
57	0.16	i	Cc1nn2c(NCCCN3CCOCC3)cc(C(C)C)nc2c1-c1ccccc1
50	0.098	i	Cc1cc(C(=O)N2CCC(c3nnc(-c4ccco4)o3)CC2)no1
58	0.1	i	COc1ccc(C(=O)Nc2cccc(N3CCCCC3=O)c2)cc1OC
54	0.11	i	COc1ccc(S(=O)(=O)N2CCCOC2CNC(=O)C(=O)NC(C)C)cc1OC (configuration not stated)
44	0.037	i	Cc1cccc(-n2c(C)cn3c4c(=O)n(CC(N)=O)c(=O)n(C)c4nc23)c1
